# Bioassay records as filed in PubChem.
# CCHFV vOTU inh = CCHFV vOTU protease inhibition | 0.55% of 370,000 active | inhibition, % at 11.5 µM | Pep-AMC fluorescence; in the data active means inhibition above about 30%; further: 0% = vehicle wells with enzyme and 100% = no enzyme wells
# PriA SSB inh = inhibitors of Klebsiella pneumoniae PriA binding to SSB C-terminal tail | AlphaScreen SSBct-PriA binding, biotinylated peptide | inhibition, % at 33 µM | 0.6% of 430,000 active; in the data active means inhibition mostly above about 37%, no sharp cut-off; inactive means mostly below about 20%;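 further: plate controls were negative control peptide for no effect and reference peptide for full effect; strong numbers were not always called active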
# 3CLpro inhibitor = SARS-CoV 3CLpro protease inhibition; 0.14% of 290,000 active; recombinant SARS-CoV 3CLpro, quenched FRET peptide cleavage; AID 1706; inhibition, % at 6 µM; in the data active means inhibition above about 12%
# BH1578 lux ind = inducers of Vibrio cholerae quorum light production without autoinducers | activation, % at 18.7 µM | V. cholerae BH1578 lux reporter, luminescence, 6 h | 0.16% of 350,000 active; in the data active means activation mostly above about 9.7%, no sharp cut-off; inconclusive means no clear call, values can overlap the other calls; inactive means mostly below about 3.7%; further: not every result past the cut was called active; inactives centre near 0; reference of the scale not given here
# BoNT A protease = BoNT A light chain protease inhibition; multiplex microsphere protease substrate cleavage, flow cytometry; inhibition, % at 10 µM; AID 588499; 0.17% of 360,000 active; further: plate controls were buffer without enzyme for full effect and enzyme alone for no effect
# Anthrax LF inh2 = anthrax lethal factor protease inhibition; P15917; multiplex microsphere protease cleavage assay, LF; inhibition, % at 10 µM; 0.12% of 360,000 active; AID 588501; further: plate controls were buffer without enzyme for full effect and enzyme alone for no effect
# PfHsp40 rescue = rescue of PfHsp40-mediated yeast toxicity. growth rescue, % at 12.5 µM. AID 504582. 0.68% of 340,000 active. S. cerevisiae expressing PfHsp40, growth rescue, ATP luminescence; in the data active means growth rescue above about 28%, passing the limit was not always enough; inconclusive means no clear call, values can overlap the other calls;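 further: yeast W303a lacking pdr1 and pdr3 grown in galactose medium; growth measured after three days at 30 °C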
# Yp Topo-I inh = inhibitors of Yersinia pestis topoisomerase I; activity, % at 10 µM; Y. pestis Topo-I cleavage product accumulation, plate reader; 0.064% of 360,000 active; AID 504884; in the data active means activity above about 50%, passing the limit was not always enough; inconclusive means no clear call, values can overlap the other calls; further: inactives centre near 2
# TcdB inh = blocks C. difficile toxin B glycohydrolase activity | inhibition, % at 9.99 µM | P18177 | AID 652162 | 0.24% of 350,000 active | TcdB glycohydrolase enzymatic assay, plate reader; in the data active means inhibition above about 10%
# DUSP3 inh = blocks human VHR1 dual specificity phosphatase; P51452; recombinant VHR phosphatase, pNPP absorbance; inhibition, % at 13.3 µM; 0.52% of 290,000 active; AID 1654; in the data active means inhibition above about 50%; further: some compounds called inactive have numbers as strong as hits
# An asterisk follows results filed as active; i = inactive; u = inconclusive; x = no result given. Unless noted, no stated cut-off is given here; in the data, active means inhibition above about 30%; inconclusive means no clear call, values can overlap the other calls; inactive means below that. These rows are one share of the data, so the mix of outcomes need not match the whole.
structure | CCHFV vOTU inh | PriA SSB inh | 3CLpro inhibitor | BH1578 lux ind | BoNT A protease | Anthrax LF inh2 | PfHsp40 rescue | Yp Topo-I inh | TcdB inh | DUSP3 inh
COC(=O)c1ccc(S(=O)(=O)NCc2ccc(S(N)(=O)=O)cc2)o1 | 8 | -11 | -1 | -2.0 | 1.4 | -2 | 15 | -5 | -1.4 | 14
O=C(CSc1ccc([N+](=O)[O-])cn1)Nc1ccc2c(c1)OCCO2 | 1 | -1 | 3 | -0.3 | -1.4 | 5 | -0.8 | 2 | 1.7 | 28
CCCCn1nnc(NC(=O)c2ccc([N+](=O)[O-])cc2Cl)n1 | 2 | 2 | -3 | -0.4 | 0.5 | -1 | -0.5 | -3 | 0.4 | 6
Cc1c(Cl)cccc1NC(=O)Nc1ccc(C(=O)N2CCCC2)cc1 | 1 | -10 | 3 | -0.3 | -0.9 | 0 | -0.1 | -6 | x | 27
CCc1sc(NC(C)=O)nc1-c1ccccc1 | 5 | -8 | 6 | -0.3 | 0.9 | 0 | -1.4 | -3 | 0.2 | -26
Cc1ccc(S(=O)(=O)N2CCN(C(=O)c3cccs3)CC2)cc1C | 3 | -11 | 0 | i | -0.4 | -3 | 8.7 | 14 | -3.4 | 24
COc1cc(Cc2nccc3cc(OC)c(OC)cc23)c(S(=O)(=O)O)cc1OC | 71* | -8 | -1 | i | -1.0 | -2 | -1.9 | 8 | -2.9 | 10
O=C(Nc1ccc(NC(=O)c2ccc(Cl)cc2Cl)cc1)c1ccc2c(c1)OCO2 | 5 | -15 | 6 | i | -0.4 | 8 | -0.7 | 2 | -1.6 | 26
N#C/C(=C\c1cn(CC(=O)N2CCCCC2)c2ccccc12)C(=O)NCc1ccc2c(c1)OCO2 | 12 | -14 | 1 | -0.3 | 1.3 | 0 | 4.0 | 30 | x | 8
Oc1ccc(N=Cc2ccc(OCc3ccccc3)cc2)cc1 | 94* | -12 | -3 | i | -0.3 | -4 | 1.7 | 4 | 1.8 | 25
Cc1cc(/C=C(/C#N)C(=O)O)c(C)n1-c1cccc2ccccc12 | 7 | 20 | 9 | i | 3.6 | -4 | 2.2 | 13 | -1.9 | 24
COC(=O)CCCNC(=O)c1ccc2[nH]c(C)c(C)c2c1 | -12 | 0 | -3 | i | -0.6 | -2 | -0.9 | -2 | 1.8 | 5
O=C(NCCc1c[nH]c2ccccc12)C1Cc2ccccc2CN1C(=O)c1ccco1 (stereo not drawn) | -10 | 1 | 5 | 2.1 | -0.4 | 0 | 0.5 | 20 | x | 14
CCC(C)(C)NC(=O)CN(C(=O)CNS(=O)(=O)c1ccc(C)cc1)c1ccc2c(c1)OCCO2 | 15 | -10 | 0 | i | 0.1 | 7 | 1.2 | 12 | x | -22
C=CCn1c(O)c(CN2CCN(Cc3ccccc3)CC2)c(C)c(C#N)c1=O | -2 | -2 | 7 | 17* | 0.2 | -7 | -0.1 | 2 | x | -2
COCCNC(=O)CCCn1c(=O)c2cc(OC)c(OC)cc2n(CC(=O)NCCC2=CCCCC2)c1=O | -11 | -2 | 3 | i | 0.7 | 0 | 0.4 | -3 | -0.3 | 37
CCC1CCC(C(=O)NNC(=O)OC)CC1 (stereo not drawn) | -3 | -4 | 2 | -0.4 | -1.1 | 1 | -0.1 | 2 | x | 0
CCc1ccc(-c2cc3c(=O)n(CC(=O)NCCCN4CCC(Cc5ccccc5)CC4)nc(C)n3n2)cc1 | 16 | 1 | 0 | 1.1 | 0.4 | -4 | 1.6 | 4 | 0.0 | 11
Cn1c(N2CCN(S(=O)(=O)c3ccc(Cl)cc3)CC2)nc2ccccc21 | -11 | 4 | 4 | i | 0.2 | -4 | -0.8 | 2 | 2.0 | 28
O=C(C[C@@H]1C/C=C\C[C@H](NC(=O)OCC2c3ccccc3-c3ccccc32)C(=O)OC[C@H]2CCCN2C1=O)N[C@@H](CO)Cc1ccccc1 | -2 | x | x | i | 0.5 | -1 | -1.2 | 29 | -0.1 | x
O=C(NC(=O)c1ccccc1)Nc1ccc(-c2cnco2)cc1 | -15 | -5 | 0 | i | 0.7 | -3 | x | 2 | 0.6 | 18
O=C(NCCC(c1ccccc1)c1ccccc1)c1cnccn1 | -4 | -10 | -1 | i | -0.4 | -1 | 1.6 | 12 | x | -1
COC(=O)C1(C)CCc2cc(OC)ccc2C1=O (stereo not drawn) | 8 | 2 | -8 | 1.6 | 0.2 | 2 | -0.2 | 0 | x | -4
Nc1ccc(-c2nnn(CC(=O)N3CCCCC3)n2)cc1 | -11 | 2 | -5 | i | 1.2 | 46* | -1.6 | -3 | -1.2 | 4
CC1Cc2ccccc2N1C(=O)CSc1nnc(NC(=O)Cc2cccs2)s1 (stereo not drawn) | -9 | 2 | -3 | x | x | x | x | x | x | 18
CCOc1ccccc1OCC(=O)Nc1cc(S(=O)(=O)N2CCCCC2)ccc1N1CCN(CC)CC1 | 14 | -12 | x | -5.0 | -1.0 | -2 | 0.1 | 19 | 0.7 | x
COc1cc(C(=O)N2CCN(C(=O)c3cc(-c4ccccc4)n[nH]3)CC2)cc(OC)c1OC | 13 | -4 | -8 | i | -0.3 | -2 | -1.7 | 9 | 0.6 | 3
COc1cccc(C(c2nnnn2C(C)(C)C)N2CCN(C3CCCCC3)CC2)c1OC (stereo not drawn) | 9 | -5 | -1 | -4.5 | 0.6 | -2 | -0.7 | 4 | x | 39
CC(C)(C)OC(=O)C[C@H]1C/C=C\C[C@@H](CC(=O)N(CCO)Cc2ccccc2)C(=O)N[C@H](Cc2ccccc2)COC1=O | 18 | -2 | x | -6.7 | 0.0 | 2 | 1.5 | 9 | 0.3 | x
COc1ccc(CN(C)C(=O)C2CSC3(C)CCC(=O)N23)c(OC)c1 (stereo not drawn) | -6 | x | x | 0.3 | 0.2 | -8 | x | 5 | 0.2 | x
CCC1CCCCN1CCCNC(=O)C(C)n1nc(C)c2sc3ccccc3c2c1=O (stereo not drawn) | 13 | 4 | -1 | -13 | 0.7 | 2 | -0.9 | 1 | 0.8 | 49
CC(=O)Nc1c(C)cc(OCC(=O)O)cc1C | -2 | 0 | 2 | -0.5 | -1.0 | 1 | -0.2 | -1 | -0.5 | 8
Cc1ccnc(NC(=O)CNC(=O)COc2ccccc2)c1 | -8 | -7 | x | 0.1 | 15 | 0 | -0.8 | 6 | -0.1 | x
CC(=O)c1ccc(NCCC(=O)c2ccccc2)cc1 | 6 | -7 | -1 | -0.5 | 0.9 | -1 | 0.5 | 2 | 0.1 | 8
CCn1c2ccccc2c2nnc(SCC(N)=O)nc21 | 1 | -11 | -2 | 6.5 | -0.3 | -2 | -1.7 | 1 | x | 23
CCCN1CCN(CCCNC(=O)c2ccc(NC(=O)C3=C(C)OCCS3)cc2)CC1 | 10 | 4 | 0 | 0.7 | -1.0 | -1 | -0.5 | -6 | 2.4 | 23
O=[N+]([O-])c1sccc1CS(=O)(=O)c1ccccc1 | 2 | 1 | 4 | -0.5 | x | x | -0.5 | -2 | 1.2 | 12
CC(=O)Nc1ccc(Oc2sc(C(=O)c3ccccc3)c(N)c2C#N)cc1 | 9 | -15 | -3 | 0.3 | 0.2 | -2 | 0.3 | 8 | x | -19
COc1ccccc1N(C)S(=O)(=O)c1ccc(C(=O)N(C)Cc2ccc(OC(F)F)cc2)cc1 | 2 | 6 | x | i | 6.0 | -4 | 1.4 | 30 | 0.9 | x
CCC(C(=O)NCc1ccc(F)cc1)N(CCc1ccccc1)C(=O)c1snc(C(N)=O)c1N (stereo not drawn) | -9 | -7 | -1 | -0.2 | -2.8 | -7 | -0.1 | 33 | 0.8 | 30
Cc1c(C(C)NC(=O)Nc2ccc(F)cc2F)cnn1C (stereo not drawn) | -6 | -10 | 2 | i | u | u | -0.9 | 6 | x | 2
Cc1ccc(C(=O)N2CCN(c3ccccc3F)CC2)cc1S(=O)(=O)N1CCOCC1 | -7 | -3 | -2 | -0.8 | -0.1 | -1 | 0.7 | 9 | 0.9 | 12
CCN(CC)S(=O)(=O)c1cc(NC(=O)CCc2c(C)noc2C)ccc1C | 4 | -11 | x | i | 0.7 | -5 | 0.1 | -9 | 1.1 | x
CC(NC(=O)C(c1ccccc1)c1ccccc1)C(=O)O (stereo not drawn) | -11 | -1 | 0 | -0.5 | -0.2 | 1 | -1.1 | -3 | 0.5 | 22
O=C(NC1CCCC1)c1ccc2nc[nH]c2c1 | 5 | -3 | 0 | -0.6 | 0.0 | -1 | -0.1 | 0 | x | 14
Cc1cc(NC(=O)COC(=O)c2cc([N+](=O)[O-])ccc2N2CCOCC2)ccc1Br | -1 | 4 | x | -0.2 | x | x | 0.1 | -14 | -0.4 | x
COc1cccc(C(=O)N[C@@H](C)C(=O)N2CCC3(CC2)NCCc2[nH]cnc23)c1 | 10 | 1 | 0 | -0.3 | 0.0 | 3 | -0.5 | 4 | 0.6 | 45
CCOc1cc(S(=O)(=O)Nc2ncn[nH]2)ccc1Br | -2 | -4 | -1 | -0.1 | 0.2 | -4 | 0.1 | 3 | -0.1 | 24

# In the list so far, 4 have a Cl atom.
structure | CCHFV vOTU inh | PriA SSB inh | 3CLpro inhibitor | BH1578 lux ind | BoNT A protease | Anthrax LF inh2 | PfHsp40 rescue | Yp Topo-I inh | TcdB inh | DUSP3 inh
CCCCn1nnc(NC(=O)c2ccc([N+](=O)[O-])cc2Cl)n1 | 2 | 2 | -3 | -0.4 | 0.5 | -1 | -0.5 | -3 | 0.4 | 6
Cc1c(Cl)cccc1NC(=O)Nc1ccc(C(=O)N2CCCC2)cc1 | 1 | -10 | 3 | -0.3 | -0.9 | 0 | -0.1 | -6 | x | 27
O=C(Nc1ccc(NC(=O)c2ccc(Cl)cc2Cl)cc1)c1ccc2c(c1)OCO2 | 5 | -15 | 6 | i | -0.4 | 8 | -0.7 | 2 | -1.6 | 26
Cn1c(N2CCN(S(=O)(=O)c3ccc(Cl)cc3)CC2)nc2ccccc21 | -11 | 4 | 4 | i | 0.2 | -4 | -0.8 | 2 | 2.0 | 28

# Continued:
structure | CCHFV vOTU inh | PriA SSB inh | 3CLpro inhibitor | BH1578 lux ind | BoNT A protease | Anthrax LF inh2 | PfHsp40 rescue | Yp Topo-I inh | TcdB inh | DUSP3 inh
CN(C(=O)C1CCN(S(=O)(=O)c2ccccc2)CC1)c1c(N)n(Cc2ccccc2)c(=O)[nH]c1=O | 3 | -1 | x | i | 0.5 | -1 | -0.6 | -1 | 1.0 | x
CCOC(=O)CCC(=O)Nc1ccc(S(=O)(=O)Nc2cc(OC)nc(OC)n2)cc1 | 1 | -5 | 2 | i | -2.5 | -11 | 0.3 | 2 | -0.2 | 5
C[C@H]1CCC/C=C/[C@@H]2C[C@H](O)C[C@H]2[C@@H](O)/C=C/C(=O)O1 | -18 | -16 | x | 5.6 | -0.4 | 3 | -0.9 | -8 | -0.6 | x
CCCCn1c(NC(=O)c2ccc(Br)o2)c(S(=O)(=O)c2ccccc2)c2nc3ccccc3nc21 | 60* | 4 | 0 | -0.1 | 7.4 | -9 | 0.1 | 6 | x | -2

# Single records, from the list above.
# `CCc1ccc(-c2cc3c(=O)n(CC(=O)NCCCN4CCC(Cc5ccccc5)CC4)nc(C)n3n2)cc1` across the screens: CCHFV vOTU inh = 16; PriA SSB inh = 1; 3CLpro inhibitor = 0; BH1578 lux ind = 1.1; BoNT A protease = 0.4; Anthrax LF inh2 = -4; PfHsp40 rescue = 1.6; Yp Topo-I inh = 4; TcdB inh = 0.0; DUSP3 inh = 11
# `COC(=O)C1(C)CCc2cc(OC)ccc2C1=O` (stereo not drawn) across the screens: CCHFV vOTU inh = 8; PriA SSB inh = 2; 3CLpro inhibitor = -8; BH1578 lux ind = 1.6; BoNT A protease = 0.2; Anthrax LF inh2 = 2; PfHsp40 rescue = -0.2; Yp Topo-I inh = 0; TcdB inh = x; DUSP3 inh = -4
